Screening data deposited in PubChem by several laboratories.
OX1R antag: OX1R (HCRTR1) antagonists, primary screen, fluorescence, CHO/OX1R cells, Fluo-8 calcium, orexin A; Orexin/Hypocretin receptor type 1 (Homo sapiens), O43613; hit rate 0.43% among 330,000; Fluo-8 calcium fluorescence; inhibition, % at 5 µM;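 active means inhibition above its plate's threshold, mean inhibition of all tested compounds on the plate plus 3 SD, cut at about 37% in these data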;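 further: 0% = orexin A challenge wells and 100% = SB-334867-A antagonist wells; not every result past the cut was called active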
Target sequence (O43613 whole entry, looked up): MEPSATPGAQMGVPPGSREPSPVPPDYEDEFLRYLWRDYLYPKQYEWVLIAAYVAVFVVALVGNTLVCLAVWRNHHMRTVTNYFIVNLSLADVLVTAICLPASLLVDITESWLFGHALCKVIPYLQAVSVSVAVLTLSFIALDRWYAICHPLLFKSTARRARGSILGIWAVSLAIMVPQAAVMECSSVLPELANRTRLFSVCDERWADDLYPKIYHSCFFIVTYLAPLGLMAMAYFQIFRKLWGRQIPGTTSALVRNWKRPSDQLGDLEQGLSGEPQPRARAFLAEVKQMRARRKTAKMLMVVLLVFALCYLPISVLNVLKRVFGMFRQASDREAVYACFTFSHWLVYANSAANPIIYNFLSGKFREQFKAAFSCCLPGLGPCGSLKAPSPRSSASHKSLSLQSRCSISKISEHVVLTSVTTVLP
CHT allo act: CHT positive allosteric modulators, primary screen, cell-based, membrane potential dye, choline EC20. AID 488977, 2010. CHT-expressing cells; stronger effect = higher value; LV-AA mutant CHT in HEK293 cells. hit rate 0.49% among 310,000. High affinity choline transporter 1 (Homo sapiens), Q9GZV3. B-score at 10 µM;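 active means initial fluorescence not abnormally high and integrated response B-score, plate-corrected, over 3 SD above library mean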
Target sequence (Q9GZV3 whole entry, looked up): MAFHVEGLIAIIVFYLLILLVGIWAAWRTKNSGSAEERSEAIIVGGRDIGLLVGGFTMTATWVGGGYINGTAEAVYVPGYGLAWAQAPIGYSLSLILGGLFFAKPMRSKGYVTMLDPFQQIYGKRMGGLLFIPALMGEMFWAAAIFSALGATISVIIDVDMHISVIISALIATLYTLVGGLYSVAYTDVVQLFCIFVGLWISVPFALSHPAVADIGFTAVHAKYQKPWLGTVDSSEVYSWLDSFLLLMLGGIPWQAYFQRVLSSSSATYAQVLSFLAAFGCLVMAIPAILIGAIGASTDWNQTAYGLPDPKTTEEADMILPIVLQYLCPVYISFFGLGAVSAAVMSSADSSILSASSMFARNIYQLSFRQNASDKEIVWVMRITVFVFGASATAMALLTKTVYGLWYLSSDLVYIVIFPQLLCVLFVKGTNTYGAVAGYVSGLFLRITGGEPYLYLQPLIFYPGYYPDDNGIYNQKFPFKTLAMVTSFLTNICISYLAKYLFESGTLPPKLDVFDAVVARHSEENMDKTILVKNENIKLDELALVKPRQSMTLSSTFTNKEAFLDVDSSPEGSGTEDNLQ
Starred values were filed as active, the others as inactive; i = inactive; x = no result given; & = joins results of further samples.

molecule	OX1R antag	CHT allo act
COc1ccc(C2(C)NC(=O)N(CC(=O)Nc3ccc(C)cc3Br)C2=O)cc1OC (stereo not drawn)	-18	i
Cc1cc2oc(=O)cc(CN(C)Cc3cccc(F)c3)c2cc1C	-19	i
C=CCn1c(=O)c(C(=O)Nc2ccccc2C(=O)OCC)c(O)c2ccccc21	-24	i
NC(=O)CSc1nnc(SCc2ccc(F)cc2)s1	-1	i
Cn1c(SCc2cccc(Br)c2)nnc1-c1ccccn1	-11	i
O=C1COc2ccc(C(=O)c3ccccc3C(=O)NCc3ccccc3)cc2N1	-10	i
CC(C)(C)N(NC(=O)Nc1ccc(F)cc1)C(=O)c1ccccc1	-2	i
NC(=O)N/N=C\c1cccs1	-4	i
CC(C)[C@H](Nc1ncnc2c1oc1ccccc12)C(=O)O	-8	i
COc1ccc(CCn2ccc(O)c(Cc3c(F)cccc3Cl)c2=O)cc1OC	-20	i
CCCCCN(C(=O)CCC(=O)OCc1ccccc1C)c1c(N)n(CCCC)c(=O)[nH]c1=O	-26	i
CCOc1ccccc1N(C(=O)c1ccco1)C(C(=O)NC1CCCC1)c1cccs1 (stereo not drawn)	-20	i
CSC(=S)N/N=C(\C)c1ccc(Br)cc1	0	i
C/C(=N\NC(=O)CNC(=O)c1cccc(F)c1)c1ccc2ccccc2c1	-13	i
O=C(Cn1ccc2ccccc2c1=O)NCCC(=O)Nc1cccnc1	-4	i
Cc1nnc(SCC(=O)c2ccc(C(C)C)cc2)s1	-21	i
CN(C)c1cccc(C(=O)NCC(c2ccco2)N(C)C)c1 (stereo not drawn)	-9	i
Cc1cccc(S(=O)(=O)Nc2nc3ccccc3nc2NCC2CCCO2)c1 (stereo not drawn)	-16	i
NS(=O)(=O)c1cccc(NC(=O)COC(=O)CCC(=O)c2cccs2)c1	11	x
COc1ccc(S(=O)(=O)N2CCn3c2nc2ccccc23)cc1	-23	i
Cc1ccc2c(c1)N(CC(=O)NCCCN1CCCCC1)C(=O)c1cccnc1O2	-10	i
COC(=O)C1=C(C)N(C)C(=O)NC1c1c(OC)ccc2ccccc12 (stereo not drawn)	-20	i
Cc1cc(C)cc(NC(=O)CSc2n[nH]c(-c3cccnc3)n2)c1	-6	i
CC[C@]1(C(=O)OC)[C@H]2C(=O)N(C)C(=O)[C@H]2[C@H]2CN=C(SCc3ccc(C(=O)OC)cc3)N21	0	x
O=C(c1ccco1)N1CCN(Cc2cccnc2)CC1	1	i
Cc1nn(-c2cc(N3CCCCCC3)ccc2[N+](=O)[O-])c(=O)c2ccccc12	-39	i
Cc1ccc(C(C)(C)C)c(OCCOCCN2CCCC2)c1	-24	i
O=S(=O)(c1ccccc1)N1CCC(O)(CSc2ccccc2)CC1	-5	i
CCOC(=O)C1CCN(C(=O)CSc2nnc(-c3ccco3)n2-c2ccccc2)CC1	-14	i
CCC(Cc1ccccc1)NC(=O)C1CC1 (stereo not drawn)	x	i
Cc1ccnc(NS(=O)(=O)c2ccccc2)n1	-20	i
Cc1cccc(C2NS(=O)(=O)N=C2N)c1 (stereo not drawn)	-23	i
CC(=O)c1c(C)[nH]c(C(=O)NCc2ccccc2F)c1C	-25	i
COc1ccc(-n2c(SCC(=O)Nc3ccccc3)nc3c(c2=O)SCC3)cc1	-14	i
COc1ccc(Oc2nc3ccccc3n3cccc23)cc1	-16	i
C=CCn1c(CNC(=O)c2cccs2)nnc1SCC(=O)Nc1ccc(C(=O)O)cc1	-18	i
CCOC(=O)C1=CN(CC)S(=O)(=O)NC1CCc1ccccc1 (stereo not drawn)	0	x
Cc1cc(NC(=O)/C=C/c2ccccc2Cl)n(-c2nc3ccccc3[nH]2)n1	-10	i
CN(C)CCSc1nc(-c2ccccc2)nc2c1CCCC2	-15	i
CCN(CC)S(=O)(=O)c1cc(C(=O)Nc2cccnc2Cl)ccc1Cl	-22	i
O=C(CSc1ccc2c(c1)OCCO2)NCCc1ccc(Cl)cc1Cl	-17	i
COc1ccc(CN(C)CC2CCCN(CCc3ccc(F)cc3)C2)c(OC)c1OC (stereo not drawn)	-28	i
CCc1nc(N2CCC3(CC2)OCCO3)c2nnn(Cc3ccccc3Cl)c2n1	-13	i
COc1ccc(C(=O)CNc2ccccc2CO)cc1	1	i
C=CCn1c(=O)c2ccc(C(=O)NCc3ccccc3)cc2n(Cc2cccc(Cl)c2)c1=O	-38	i
CCCN[C@H]1CCc2nc(N)sc2C1	-1&0	i
Cc1nnc(SCC(=O)Nc2ccccc2F)n(N)c1=O	-5	i
COc1cccc2cc(C(=O)Oc3ccc(NC(C)=O)cc3)c(=O)oc12	-42	i
COc1ccccc1NC(=O)C(C)OC(=O)Cc1n[nH]c(=O)c2ccccc12 (stereo not drawn)	-5	i
Cc1ccc(C(=O)NNC(=O)CCN2C(=O)C3CCCCC3C2=O)cc1 (stereo not drawn)	-1	i
CC(=O)Oc1c(C)cc(Cl)cc1C(=O)Nc1ccc([N+](=O)[O-])cc1Cl	-4	i
COc1cccc(C=O)c1OCCN1C(=O)c2ccccc2C1=O	x	i
COCCN(C(=O)CSc1nnc(Nc2ccc(C)cc2)s1)c1c(N)n(CC(C)C)c(=O)[nH]c1=O	-4	i
N#Cc1c(NC(=O)CN2CCN(S(=O)(=O)c3ccc4c(c3)OCCO4)CC2)sc2c1CCC2	-11	i
COc1ccc(-c2[nH]ncc2CN(C)Cc2c(C)n[nH]c2C)c(OC)c1	0	i
CC(C)(C)c1ccc(C(CC(=O)O)NC(=O)CCCc2ccccc2)cc1 (stereo not drawn)	-4	i
COCC(C)NC(=O)COc1nncc2ccccc12 (stereo not drawn)	7	i
COc1ccc(NS(=O)(=O)c2cccc(C(=O)NNC(=O)c3ccc(O)c(Cl)c3)c2)cc1	1	x
C/C(Cn1nc([N+](=O)[O-])cc1C)=N\NC(=O)COc1c(Cl)cc(Cl)cc1Cl	-34	i
COc1cccc(C(=O)NCCS(=O)(=O)N2CCOCC2)c1	-14	i

Additional entries:
molecule	OX1R antag	CHT allo act
c1ccc(CCN2CN=C(Nc3nc4ccccc4s3)NC2)cc1	-33	i
CC1CCCC(NC(=O)COC(=O)/C=C/c2ccc([N+](=O)[O-])cc2)C1C (stereo not drawn)	-23	x
O=C(c1ccsc1)N1CCCC(N2CCN(c3cccc(Cl)c3)CC2)C1 (stereo not drawn)	-5	i
O=S(=O)(Nc1ncn[nH]1)c1ccc(Cl)cc1	-19	i
Cc1ccccc1CSc1nnc(Cn2c(=O)sc3ccccc32)n1C	-8	i
Cc1ccc(OCC(=O)Nc2cc(S(=O)(=O)N3CCOCC3)ccc2Cl)c([N+](=O)[O-])n1	-37	i
CC(C)Sc1nc2ccccc2n2cnnc12	3	i
CC(C)(C)c1ccc(C(=O)N/C(=C/c2cccs2)C(=O)NCc2ccco2)cc1	-23	i
COc1cc2c(cc1OC)C(c1ccccc1)N(C(=O)CSCC(=O)O)CC2 (stereo not drawn)	-32	i
COc1ccc(NC(=O)COC(=O)/C=C/c2ccccc2[N+](=O)[O-])cc1OC	1	i
CC1CCCC(NC(=O)C2CCN(S(=O)(=O)N3CCC4(CC3)OCCO4)CC2)C1C (stereo not drawn)	-3	i
COc1cc(C(=O)c2cocc2C(=O)c2ccc3c(c2)OCO3)cc(OC)c1OC	-15	11*
Cn1c(Cc2ccccc2)nnc1SCC(=O)Nc1ccccc1	-19	i
CCCCC(=O)OCC(=O)Nc1ccc(SC(F)F)cc1	-7	i
Cc1ccccc1C(=O)NCC(C)NC(=O)c1ccccc1C (stereo not drawn)	-5	i
COC(=O)CCC/C=C1\SC[C@@H](NC(=O)c2ccccc2)C1NC(C)=O (stereo partly drawn)	-23	i
Cc1ccc(C(=O)C(SC(C)(C)C)n2cncn2)cc1 (stereo not drawn)	-27	i
COc1cc(Br)cc2cc(C(=O)N3CCN(c4ccccn4)CC3)c(=O)oc12	-22	i
O=C(c1oc(=O)c2ccccc2c1-c1ccccc1)N1CCN(C2CCCCC2)CC1	-16	i
O=C(c1cccc(C(F)(F)F)c1)C1CCCN(C(=O)CCCn2cncn2)C1 (stereo not drawn)	-10	i
COC(=O)c1sc(NC(=O)/C=C/c2ccc(C)cc2)nc1C	-8	i
O=C(O)c1ccc(-n2cccc2)cc1O	-17	i
COc1cccc(C2C(C(=O)/C=C/c3ccco3)=C(O)C(=O)N2CCN2CCOCC2)c1 (stereo not drawn)	-5	i
CC(NC(=O)CCN1N=C(c2ccccc2)CCC1=O)c1ccc2c(c1)OCCO2 (stereo not drawn)	-17	i
COc1ccccc1CC(=O)N1CCCc2cc(C)ccc21	2	i
CCOc1ccc(NC(=O)CC2C(=O)N(c3ccccc3)C(=O)N2CCOC)cc1 (stereo not drawn)	2	i
Cc1ccccc1Nc1ncnc2c1cnn2-c1ccccc1	-12	i
COc1ccc(S(=O)(=O)N2CCCOC2CNC(=O)C(=O)NCc2ccncc2)cc1 (stereo not drawn)	-3	i
Cc1cc(NC(=O)Nc2cccs2)no1	0	i
O=C(Nc1cc(-c2nn(CC(=O)N3CCCCC3)c(=O)c3ccccc23)ccc1N1CCOCC1)c1ccc(Cl)cc1	-39	i

Pulled one by one from above, 2 records:
molecule	OX1R antag	CHT allo act
COc1ccc(-n2c(SCC(=O)Nc3ccccc3)nc3c(c2=O)SCC3)cc1	-14	i
CC(C)Sc1nc2ccccc2n2cnnc12	3	i

Back to the main list, starting 4 compounds before the break.
molecule	OX1R antag	CHT allo act
Cc1ccccc1Nc1ncnc2c1cnn2-c1ccccc1	-12	i
COc1ccc(S(=O)(=O)N2CCCOC2CNC(=O)C(=O)NCc2ccncc2)cc1 (stereo not drawn)	-3	i
Cc1cc(NC(=O)Nc2cccs2)no1	0	i
O=C(Nc1cc(-c2nn(CC(=O)N3CCCCC3)c(=O)c3ccccc23)ccc1N1CCOCC1)c1ccc(Cl)cc1	-39	i
S=c1[nH]nc(C2CCCCC2)n1/N=C/c1ccccc1Cl	6	i
CCOc1ncccc1C(=O)Nc1ccc(S(=O)(=O)Nc2nc(C)cc(C)n2)cc1	-30	x
CCC(OC(=O)c1nsc(Cl)c1Cl)C(=O)NCc1cccs1 (stereo not drawn)	-22	i
NC(=O)c1ccc[n+](CC(=O)c2ccc(NC(=O)c3ccccc3)cc2)c1	-8	i
COc1ccc(-c2nc(C)c(C(C)=O)n2O)cc1OC	-7	i
CC(C)(C)n1ncc2c(=O)n(Cc3c(Cl)cccc3Br)cnc21	-6	x
COc1ccc(NC(=O)CN2CCN(CC(=O)Nc3ccc(OC)cc3)CC2)cc1	-10	i
O=S(=O)(c1ccc2nc(-c3ccccc3)[nH]c2c1)N1CCN(c2ccc(Cl)cc2)CC1	-6	i
COc1ccc2nccnc2c1[N+](=O)[O-]	-8	i
COCCCNC(=O)c1ccc([N+](=O)[O-])cc1	-6	i
Cc1ccc(-n2c(Cc3noc4ccccc34)n[nH]c2=S)cc1	-13	i
COc1cc(NCCC(=O)c2cccs2)c(OC)cc1Cl	-18	i
COc1ccc(S(=O)(=O)Nc2c(C)n(C)n(-c3ccccc3)c2=O)cc1C(=O)O	x	i
CCc1cc(=O)oc2c(CN3CCCC3)c(O)c(Cl)cc12	-6	i
CCN(CC)C(=O)CSC(Nc1cccc(F)c1)=C(C#N)C#N	-5	i
S=c1[nH]ncn1/N=C/c1cccs1	0	i
CCCNc1nc2ccccc2n2c(C)nnc12	-19	i
CCOC(=O)c1sc(NC(=O)Cc2c(F)cccc2Cl)nc1C	-14	i
COc1cc(OC)cc(C(=O)NCCc2cnc[nH]2)c1	2	i
COc1cccc(C(=O)Nc2ccc3[nH]ncc3c2)c1	-21	i
O=C(NCc1ccc2c(c1)OCO2)c1cc2c(s1)CSC2	-2	i
COc1ccc(/C=C/C(=O)Nc2ccc(-n3nncc3-c3ccc(OC)c(OC)c3)cc2)cc1OC	4	i
Cc1ccc(CSCC(=O)N(C)CC(=O)Nc2ccccc2Cl)cc1	-18	i
Cn1nccc1C(=O)NC1CCCc2c1cnn2-c1cc(F)cc(F)c1 (stereo not drawn)	-11	i
COC(=O)c1ccc(NC(C)=O)o1	-5	i
COc1ccc(C2=CC(c3ccc(OC)c(OC)c3)n3nnnc3N2)c(OC)c1 (stereo not drawn)	-29	i
COc1ccc(NC(=O)C(C)N2C(=O)C3CC=C(Cl)CC3C2=O)cc1 (stereo not drawn)	x	i
COc1ccc(CCC(=O)Nc2cc3c4c(c2)CC(=O)N4CCC3)cc1	-30	i
Nc1nnc(SCC(=O)OCC(=O)Nc2ccc(Br)cc2F)s1	8	i

Ordered by count of non-hydrogen atoms (rising): part of the list above
molecule	OX1R antag	CHT allo act
COc1ccc2nccnc2c1[N+](=O)[O-]	-8	i
COc1ccc(-c2nc(C)c(C(C)=O)n2O)cc1OC	-7	i
S=c1[nH]nc(C2CCCCC2)n1/N=C/c1ccccc1Cl	6	i
Nc1nnc(SCC(=O)OCC(=O)Nc2ccc(Br)cc2F)s1	8	i
COc1ccc(NC(=O)C(C)N2C(=O)C3CC=C(Cl)CC3C2=O)cc1 (stereo not drawn)	x	i
COc1ccc(CCC(=O)Nc2cc3c4c(c2)CC(=O)N4CCC3)cc1	-30	i
NC(=O)c1ccc[n+](CC(=O)c2ccc(NC(=O)c3ccccc3)cc2)c1	-8	i
